# RSV CPE inhibition – RSV antiviral activity via CPE protection, HEp-2 cells, primary 10 µM value included (AID 2391); HEp-2 cells, RSV-induced CPE inhibition; higher % means a stronger effect; 0.13% of 310,000 active; CPE inhibition, % at 10 µM, or IC50 in µM where a hit was titrated; in the data active = a potency from the dose series; inconclusive = CPE inhibition mostly from about 23% at the one dose, without a potency; inactive = the rest, 99 in 100 with CPE inhibition below about 21%; note: strong numbers were not always called active
# PhoP inhibition – inhibitors of PhoP regulon expression, primary screen, Salmonella Typhimurium, GFP reporter (AID 1863) | S. Typhimurium PhoP-regulated promoter GFP reporter, 4 h; higher % means a stronger effect | inhibition, % at 50 µM, or IC50 in µM where a hit was titrated | 0.16% of 300,000 active;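 active = inhibition over 29.93%, a cutoff 3 SD above the screen mean, later confirmed by dose response; inconclusive = inhibition over 29.93% but no dose response follow-up; inactive = inhibition at most 29.93% or unconfirmed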;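 note: 0% = low Mg2+ inducing control and 100% = high Mg2+ repressing control; strong numbers were not always called active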
# Siah-1 displacement – blockers of Siah-1 interaction with plectin peptide – biochemical, fluorescence polarization, rhodamine-plectin, uHTS, primary screen (AID 1817) | 0.02% of 290,000 active | Siah-1 / rhodamine-plectin peptide fluorescence polarization; higher % means a stronger effect | one-dose displacement, % at 20 µM; IC50 in µM for titrated hits;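 active = displacement of at least 50% at 20 µM, with a fluorescence ratio check between 0.3 and a set limit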;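 note: plate controls were Siah plus tracer with DMSO for no effect and tracer alone without Siah for full effect; strong numbers were not always called active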
# Myeloid diff 2 – promotes myeloid progenitor differentiation. ER-HoxA9 myeloid progenitors, lysozyme-GFP differentiation, flow cytometry. calls only at 10 µM. 1% of 360,000 active. AID 624256;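 active = normalized GFP-positive differentiation at or above the plate's own cutoff, the solvent-only control mean plus 3 SD; inconclusive = no clear call, values can overlap the other calls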;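 note: cells exposed to compound for four days before flow analysis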
# PMI inhibition – human PMI inhibitors, high substrate, primary screen, biochemical, fluorescence intensity, high mannose 6-phosphate (AID 1220). recombinant PMI enzyme, coupled fluorescence intensity; higher % means a stronger effect. inhibition, % at 20 µM, or IC50 in µM where a hit was titrated. 0.66% of 190,000 active
# WT yeast gro inh – growth inhibition of WT yeast, mitochondrial fusion screen; mitochondrial fusion phenotypic screen, WT strain; inhibition, % at 10 µM; 2.1% of 190,000 active; AID 1362; in the data active = inhibition above about 58%; tested in S. cerevisiae
# XIAP antagonists – small molecules displacing peptide from XIAP – biochemical, IAP family, fluorescence polarization (AID 1018) | 0.007% of 200,000 active | one-dose displacement, % at 20 µM; IC50 in µM for titrated hits | XIAP BIR domain, fluorescence polarization peptide displacement; higher % means a stronger effect; in the data active = displacement above about 50%; note: a part of the inactive calls stands beside numbers as strong as those of hits
# human PMI inhibition – inhibitors of human PMI, primary screen, biochemical, fluorescence intensity, coupled assay (AID 1209); purified PMI enzyme, coupled fluorescence intensity; higher % means a stronger effect; one-dose inhibition, % at 20 µM; IC50 in µM for titrated hits; 0.42% of 190,000 active;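 note: plate controls were DMSO vehicle for no effect and wells lacking substrate for full effect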
# TNAP activators – human TNAP enzyme activators, primary screen, biochemical, luminescent, no phosphate acceptor, uHTS (AID 1001) | purified TNAP, luminescent activation assay, no phosphate acceptor; higher activation fold means a stronger effect | activation fold at 20 µM, or EC50 in µM where a hit was titrated | 0.03% of 200,000 active; in the data active = activation fold from about 3, or a potency from the dose series; inactive = the rest, 99 in 100 with activation fold below about 1.6; note: many of its hits are not listed in these tables
# WT yeast gro inh mutant strain – further read-out of WT yeast gro inh, marked with its call; inhibition, %; mitochondrial fusion phenotypic screen, mutant strain inhibition
# Myeloid diff 2 GFP+ MAC1+ % – further read-out of Myeloid diff 2, marked with its call; GFP+ MAC1+ double positive, %; measured here: differentiation confirmed by MAC1 staining
# The depositor's hits bear a star; i = inactive; u = inconclusive; x = not tested or not shown; + = active, no number. Cut-off read from the data, not from the text of the source, unless noted: active = inhibition above about 50%; inactive = the rest.
SMILES,RSV CPE inhibition,PhoP inhibition,Siah-1 displacement,Myeloid diff 2,Myeloid diff 2 GFP+ MAC1+ %,PMI inhibition,WT yeast gro inh,WT yeast gro inh mutant strain,XIAP antagonists,human PMI inhibition,TNAP activators
Cn1c(NCCc2ccccc2)cc(=O)n(C)c1=O,2.1%,-6%,0%,i,1.1,2%,3,11,-1.4%,9%,1.1
O=C(O)c1cccc(S(=O)(=O)Nc2cc(Cl)ccc2Cl)c1,1.4%,-12%,1%,i,0.5,x,x,x,x,x,x
CCCNC(=O)COC(=O)c1n[nH]c2ccccc12,-1.0%,-3%,2%,i,0.2,1%,-23,2,-3.1%,1%,0.7
O=C(Cn1cc(C(F)(F)F)ccc1=O)N/N=C/c1ccccc1O,0.6%,-1%,1%,i,0.3,x,x,x,x,x,x
Cc1cccc(NCc2cc(Cl)cc(Cl)c2O)n1,12%,5%,-5%,i,0.9,5%,-1,-11,-3.9%,3%,1.1
CCOC(=O)C1=C(c2ccccc2)N(C)C(=O)NC1c1ccc(OC(F)F)c(OC)c1 (stereo unspecified),3.0%,1%,2%,+,5.4*,10%,23,15,-4.9%,11%,1.1
CC(=O)c1ccc(Nc2ncnc3c2oc2ccccc23)cc1,-0.4%,4%,15%,i,0.5,3%,-11,-10,-9.9%,4%,1.1
CCCCN(C(=O)c1cc2ccccc2o1)c1c(N)n(CC(C)C)c(=O)[nH]c1=O,1.8%,2%,4%,i,0.6,-9%,-1,-12,-0.1%,-5%,1.1
Cc1ccc(SCC(=O)O/N=C(\N)c2cccnc2)cc1,2.8%,-1%,4%,i,0.8,x,x,x,x,x,x
Cc1nc(SCC(=O)NCCc2ccccc2)nc(C)c1C,0.4%,7%,-4%,i,0.7,3%,-28,2,-5.9%,7%,1.1
O=C(NNC(=O)c1cc2cc3ccccc3nc2s1)c1ccc(F)cc1,2.0%,18%,17%,i,0.7,-11%,-4,-30,-4.7%,-16%,1
Cc1cc(C)c2nc(SCC(=O)Nc3cc(C)on3)c(C)cc2c1,-0.3%,-1%,-3%,i,0.9,x,x,x,x,x,x
CCOc1ccc(CC(=O)N/N=C(\C)c2cccnc2)cc1,0.4%,5%,-1%,i,1.0,x,x,x,x,x,x
CCCOc1ccc(CN(C(=O)c2cccc(OC)c2)C2CCS(=O)(=O)C2)cc1 (stereo unspecified),0.4%,6%,-4%,i,0.3,x,x,x,x,x,x
Cc1ccc2nc(Cl)c(C3CC(c4cccs4)=NN3C(=O)CCCC(=O)O)cc2c1 (stereo unspecified),0.1%,22%,8%,i,0.2,2%,5,3,-11%,-5%,1.2
Cc1ccc(N(C(=O)C(F)(F)F)C(C(=O)NC2CCCCC2)c2cccs2)cc1C (stereo unspecified),1.2%,3%,0%,i,6.2,0%,10,9,-1.8%,-11%,1
CC(C)(CO)C(O)C(=O)NCCC#N (stereo unspecified),1.7%,2%,0%,i,1.0,-2%,-5,-5,-3.5%,0%,1.1
CC(=O)NC(Cc1ccccc1)Cc1ccccc1,0.1%,-1%,4%,i,0.9,x,x,x,x,x,x
Cc1c(Br)c([N+](=O)[O-])nn1CC(=O)N1CCN(C23CC4CC(CC(C4)C2)C3)CC1,-1.1%,12%,-3%,i,2.8,x,x,x,x,x,x
CC(=O)N1CCN(c2ccc(NC(=O)c3cccc(Cl)c3Cl)cc2)CC1,-1.1%,9%,10%,i,0.7,x,x,x,x,x,x
Cc1ccc(NC(=O)/C(=C\c2cccnc2)NC(=O)c2ccccc2)cc1,1.1%,-1%,4%,i,0.6,x,x,x,x,x,x
O=[N+]([O-])c1ccc(/C=C/c2ccc3cccc([N+](=O)[O-])c3n2)cc1,5.1%,2%,-1%,i,0.3,25%,-6,-12,-4.8%,24%,1.2
CC(=O)N1CCN(c2ccccc2NC(=O)c2ccc(Br)o2)CC1,1.3%,1%,-2%,i,0.4,x,x,x,x,x,x
O=C(NCCc1ccc(C(F)(F)F)cc1)C1CCC(=O)N(CCCc2ccccc2)C1 (stereo unspecified),11%,-4%,1%,i,1.1,x,x,x,x,x,x
CCC1CCCCN1S(=O)(=O)c1ccc(C(=O)N(CCCN(C)C)c2nc3cc4c(cc3s2)OCO4)cc1 (stereo unspecified),-0.4%,5%,-3%,i,1.0,x,x,x,x,x,x
O=C(/C=C/c1cccc([N+](=O)[O-])c1)NCCSCc1cccc(Cl)c1,45%,-1%,-6%,i,0.7,5%,39,30,-2.0%,16%,1.2
COc1ccc(-c2ccc(NS(=O)(=O)c3cc([N+](=O)[O-])c(C)c([N+](=O)[O-])c3)cc2)nn1,8.9%,-6%,1%,i,0.3,x,x,x,x,x,x
CCOC(=O)c1ccc2ncc(-c3ccccc3)nc2c1,x,-6%,9%,i,0.4,-3%,1,-3,-3.2%,6%,1.1
C#CCN1C(=O)S/C(=C/C=C/c2ccc(N(C)C)cc2)C1=O,2.5%,-4%,-1%,i,1.7,27%,19,-1,-5.3%,5%,0.7
O=C(c1ccc([N+](=O)[O-])cc1[N+](=O)[O-])n1cnc2ccccc21,0.4%,9%,-2%,u,x,6%,2,-10,-3.1%,-16%,1
CC(C)CN1CN(Cc2ccccc2)CNC1=S,2.4%,-19%,0%,i,0.2,-4%,-5,8,2.1%,2%,1.1
S=C(Nc1cccc(Br)c1)c1ccccc1,u,7%,-2%,i,0.2,-3%,44,19,2.3%,-4%,1.1
CC(CCc1ccccc1)NC(=O)CN1CCN(Cc2ccccc2)C1=O (stereo unspecified),1.8%,-22%,1%,i,4.8,6%,-16,24,-11%,3%,1.2
CC(=O)Nc1ccc(S(=O)(=O)N2CCN(C(=O)N3CCCCC3)CC2)cc1,0.4%,5%,11%,i,0.8,x,x,x,x,x,x
COc1ccc(S(=O)(=O)N2CCCC(C(=O)NCc3ccncc3)C2)cc1 (stereo unspecified),0.2%,6%,3%,i,0.4,2%,-18,-19,-2.2%,-5%,1.1
Cc1ccc(C(=O)NCCc2nnc(SCC(=O)Nc3cccc(C(=O)O)c3)n2C)cc1,0.8%,-2%,0%,i,0.0,x,x,x,x,x,x

# Laid out differently: entries from further up.
O=C(c1ccc([N+](=O)[O-])cc1[N+](=O)[O-])n1cnc2ccccc21
  RSV CPE inhibition: 0.4%
  PhoP inhibition: 9%
  Siah-1 displacement: -2%
  Myeloid diff 2: u
  Myeloid diff 2 GFP+ MAC1+ %: x
  PMI inhibition: 6%
  WT yeast gro inh: 2
  WT yeast gro inh mutant strain: -10
  XIAP antagonists: -3.1%
  human PMI inhibition: -16%
  TNAP activators: 1

O=C(/C=C/c1cccc([N+](=O)[O-])c1)NCCSCc1cccc(Cl)c1
  RSV CPE inhibition: 45%
  PhoP inhibition: -1%
  Siah-1 displacement: -6%
  Myeloid diff 2: i
  Myeloid diff 2 GFP+ MAC1+ %: 0.7
  PMI inhibition: 5%
  WT yeast gro inh: 39
  WT yeast gro inh mutant strain: 30
  XIAP antagonists: -2.0%
  human PMI inhibition: 16%
  TNAP activators: 1.2

# (more compounds)
SMILES,RSV CPE inhibition,PhoP inhibition,Siah-1 displacement,Myeloid diff 2,Myeloid diff 2 GFP+ MAC1+ %,PMI inhibition,WT yeast gro inh,WT yeast gro inh mutant strain,XIAP antagonists,human PMI inhibition,TNAP activators
NNC(=S)Nc1cccc(-c2n[nH]c(=S)o2)c1,1.5%,-5%,-4%,i,1.1,x,x,x,x,x,x
COc1cc(C(=O)N/C(=C\c2cn(S(=O)(=O)N(C)C)c3ccccc23)C(=O)N2CCCC2)cc(OC)c1OC,2.9%,-9%,1%,i,0.0,x,x,x,x,x,x
CC(C)NC(=O)c1onc(CSc2nc3ccccc3[nH]2)c1C(=O)NC(C)C,-1.1%,-9%,-4%,i,1.5,x,x,x,x,x,x
OC(CNCc1ccc(F)cc1)(c1ccc(F)cc1)c1ccc(F)cc1,-1.2%,8%,4%,i,2.1,14%,-6,4,-5.1%,12%,1
O=C(CSCCNS(=O)(=O)c1ccccc1)Nc1ccccc1,1.2%,12%,6%,i,1.1,7%,-4,-8,-5.1%,-2%,1.1
CCn1c(C)nc2c(=O)oc3ccccc3c21,6.6%,-5%,-1%,i,1.9,13%,-14,4,-1.0%,17%,1.1
O=C(C1=C[C@@H](c2ccc3c(c2)OCO3)C[C@@H](OCCCCO)O1)N1CCOCC1,0.2%,-7%,-4%,i,1.1,29%,3,10,-8.0%,9%,1
COc1ccc(NC(=S)N2CCC(c3nc4ccc(Cl)cc4[nH]3)CC2)c(OC)c1,4.9%,5%,-1%,i,8.6,6%,13,-8,-5.7%,12%,1.1
COC(=O)c1cccc(OCC(O)Cn2ccnc2)c1 (stereo unspecified),-0.1%,3%,0%,i,0.5,2%,5,-5,1.4%,1%,1.1
CCCCNC(=O)c1c(C)cc(=O)oc1C,-0.1%,-3%,8%,i,1.2,7%,-19,-35,3.3%,13%,1.1
Clc1cc(Cl)c2nc(N3CCCCC3)sc2c1,4.6%,15%,-1%,i,0.9,-6%,10,8,-8.0%,-9%,1
CC(C(=O)N1CCN(C(=O)c2ccco2)CC1)n1sc2ccccc2c1=O (stereo unspecified),-0.7%,-3%,0%,i,0.7,x,x,x,x,x,x
CN1C(=O)N(c2ccccc2)C(Nc2nncs2)C1(C)C (stereo unspecified),1.7%,-5%,-1%,+,7.9*,3%,3,0,-6.2%,-7%,1.1
C/C(=N\NC(=O)COc1ccc(C(C)(C)C)cc1)c1ccc(-n2ccnc2)cc1,6.1%,10%,2%,i,0.5,16%,71*,68*,-12%,24%,1.1
N#CCCN(C(=O)Nc1ccc(Cl)cc1)c1ccccc1,2.1%,17%,-1%,i,1.0,-3%,1,-15,-4.7%,0%,1.1
COc1ccc(N=C2S/C(=C\c3ccc(Cl)c([N+](=O)[O-])c3)C(=O)N2CCN(C)C)cc1,u,0%,-1%,i,0.1,x,x,x,x,x,x
c1ccc2[nH]c(SCc3cscn3)nc2c1,0.6%,5%,3%,i,0.3,8%,-11,-12,-5.8%,8%,1.1
O=C(Nc1ccc(-c2noc(-c3ccccc3F)n2)cc1)c1cccs1,0.1%,-2%,6%,i,1.4,6%,5,29,-15%,14%,1.1
O=C(Nc1cccc(S(=O)(=O)N2CCCCC2)c1)Nc1ccc(Cl)cc1Cl,2.9%,13%,12%,i,0.1,7%,82*,67*,-1.2%,23%,1.8
CN(C)c1ccc(C(=O)C(=O)c2ccccc2)cc1,4.9%,-8%,-2%,i,0.4,x,x,x,x,x,x
Cc1cccc(Cn2c(=O)n(Cc3ccco3)c(=O)c3ccccc32)c1,u,-2%,-3%,i,2.1,24%,17,10,-6.6%,22%,0.9
COc1ccc(-c2nn(-c3ccccc3C)cc2CNCCc2cnc[nH]2)cc1F,-3.2%,-5%,2%,i,0.4,-6%,-11,7,-4.7%,0%,2.1
Cn1cc(CNC(=O)Nc2ccc3c(c2)OCO3)cn1,0.3%,-2%,-3%,i,0.5,4%,-6,5,-3.5%,5%,1.1
O=C1c2ccccc2C(=O)N1OCCOCCOCCBr,0.2%,10%,-1%,i,7.1,-33%,-9,-14,-3.5%,-17%,1
O=C(c1ccc2c3c(cccc13)CC2)C1CCCN(C(=O)c2ccc[n+]([O-])c2)C1 (stereo unspecified),0.9%,-9%,-4%,i,0.8,x,x,x,x,x,x

# Compound activity: PubChem BioAssay, several laboratories
